Screens from PubChem.
ERAP1 HTS inh = blocks human ERAP1 aminopeptidase activity | recombinant ERAP1, Leu-AMC fluorescence, 60 min | 340,000 compounds, 0.15% hits | inhibition, % at 10.7 µM | Q9NZ08 | AID 652197;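 active = mean replicate inhibition of at least 30%, or all replicates individually reaching that 30% level; inactive = mean below 30% and not every replicate reaching it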;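 note: 0% = neutral control wells and 100% = L-leucinethiol positive control wells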
SIRT5 inh = sirtuin-5 (human) deacylase inhibition. inhibition, % at 15 µM. AID 652115. 330,000 compounds, 1.1% hits. Purified SirT5, succinyl-peptide AMC, trypsin-coupled fluorescence; in the data active = inhibition above about 15%; inconclusive = no clear call, values can overlap the other calls
Target sequence (Q9NXA8 whole entry, looked up): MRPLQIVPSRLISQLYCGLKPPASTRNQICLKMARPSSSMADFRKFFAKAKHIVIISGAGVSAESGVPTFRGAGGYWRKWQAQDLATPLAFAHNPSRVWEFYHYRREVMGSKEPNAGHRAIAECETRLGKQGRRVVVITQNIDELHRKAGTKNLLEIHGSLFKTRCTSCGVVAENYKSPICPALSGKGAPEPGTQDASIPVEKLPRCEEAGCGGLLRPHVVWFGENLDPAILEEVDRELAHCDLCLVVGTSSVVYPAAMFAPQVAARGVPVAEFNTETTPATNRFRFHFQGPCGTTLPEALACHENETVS
miR122 inh = miR-122 inhibition in Huh7 cells; Huh7 miR-122 Renilla luciferase sensor, 48 h; neutral wells = 0, positive control = 100; activation (reporter increase), % at 12.5 µM; 340,000 compounds, 0.3% hits;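 active = mean replicate activation score at least 90 and every replicate individually at or above 90; inconclusive = only one of the two criteria met; inactive = neither criterion met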;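 note: higher luciferase means less miR-122 activity so hits act as miR-122 inhibitors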
CFTR F508del cor = CFTR F508del correction in bronchial cells; CFBE cells, YFP halide quenching; stimulated with forskolin plus potentiator P3; % fluorescence drop versus neutral controls; activity (quench increase), % at 7.58 µM; 350,000 compounds, 0.36% hits; AID 720511;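 active = mean added fluorescence quench of at least 8% versus neutral control, with both replicates also reaching 8%; inconclusive = only one of the mean or replicate conditions met; inactive = mean below 8% and not both replicates reaching 8%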;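 note: cells transiently co-express mutant CFTR-F508del with the halide-sensitive YFP; corrector assay measuring rescue of mutant channel to the surface after 24 h compound exposure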
DENV2 CPE rescue = protects cells from dengue virus 2 cytopathic effect. 350,000 compounds, 1.7% hits. CPE inhibition, % at 9.99 µM. DENV2-infected cells, cytopathic effect rescue, plate reader; in the data active = CPE inhibition above about 20%, passing the limit was not always enough; inconclusive = no clear call, values can overlap the other calls; tested in BHK-21 cells;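 note: 0% = median of neutral control wells and 100% = median of positive control wells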
CASP6 VEID inh = blocks human caspase-6 cleavage activity; P55212; AID 686996; inhibition, % at 12.5 µM; purified caspase-6, Z-VEID-R110 cleavage fluorescence; 350,000 compounds, 0.53% hits;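 active = mean inhibition across replicates at least about 35%, with every replicate also reaching that limit, limit read from the data; inconclusive = only one of the two criteria met; inactive = neither criterion met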;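 note: 0% = median of neutral control wells and 100% = no fluorescence left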
Target sequence (P55212 24-179 limits assumed): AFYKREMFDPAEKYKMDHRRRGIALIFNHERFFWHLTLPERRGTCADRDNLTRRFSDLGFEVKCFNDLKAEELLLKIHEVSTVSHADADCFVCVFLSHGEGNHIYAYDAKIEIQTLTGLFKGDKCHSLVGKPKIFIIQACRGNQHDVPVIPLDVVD
Target sequence (P55212 194-293 limits assumed): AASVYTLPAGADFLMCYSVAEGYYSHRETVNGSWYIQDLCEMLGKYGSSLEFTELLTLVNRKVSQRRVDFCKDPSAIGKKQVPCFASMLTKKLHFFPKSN
ERp5 inh = inhibitors of human ERp5. inhibition, % at 9.99 µM. 350,000 compounds, 0.05% hits. ERp5 insulin aggregation, absorbance 650 nm, 90 min;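 active = mean replicate inhibition above about 25%, with every replicate also reaching it, limit read from the data, passing the limit was not always enough; inconclusive = only one of those two criteria met; inactive = neither criterion met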
Target sequence (Q15084 whole entry, looked up): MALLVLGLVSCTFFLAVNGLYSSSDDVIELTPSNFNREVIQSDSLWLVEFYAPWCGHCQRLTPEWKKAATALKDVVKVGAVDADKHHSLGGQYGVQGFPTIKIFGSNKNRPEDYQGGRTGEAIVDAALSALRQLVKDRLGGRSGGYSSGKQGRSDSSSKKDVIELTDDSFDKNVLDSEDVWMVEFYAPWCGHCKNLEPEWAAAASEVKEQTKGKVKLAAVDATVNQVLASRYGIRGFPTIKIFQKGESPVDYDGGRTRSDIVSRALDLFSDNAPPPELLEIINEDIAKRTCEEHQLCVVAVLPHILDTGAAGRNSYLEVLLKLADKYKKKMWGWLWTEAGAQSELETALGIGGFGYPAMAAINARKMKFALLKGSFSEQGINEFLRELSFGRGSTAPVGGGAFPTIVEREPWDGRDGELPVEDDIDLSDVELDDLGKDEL
* = called active by the depositor; ? = inconclusive; / = no result given; & = joins results of further samples; ! = repeats disagree; [ ] = remark or other dose.

SMILES | ERAP1 HTS inh | SIRT5 inh | miR122 inh | CFTR F508del cor | DENV2 CPE rescue | CASP6 VEID inh | ERp5 inh
CC(C)N(C(=O)[C@H]1C[C@H](CC(=O)NCC23CC4CC(CC(C4)C2)C3)C(=O)N2CCc3c([nH]c4cc(-c5ccco5)ccc34)[C@]12C)C(C)C | -2.3 | -1.5 | -2.6 | 1.7 | 15.0 | 8.3 | -6.2
COc1ccc2oc(C(=O)N3CCN(C/C=C/c4ccccc4)CC3)c(C)c2c1 | -0.4 | -0.9 | -3.0 | -0.2 | 7.2 | 4.8 | 0.2
COC(=O)COc1ccc2c(=O)c(-c3ccccc3OC)coc2c1 | 1.1 | -3.9 | / | / | 7.6 | -4.2 | 3.3
CC(NC(=S)Nc1ccc([N+](=O)[O-])cc1)c1ccncc1 (configuration not stated) | -6.4 | 1.2 | / | 0.0 | 3.5 | -4.9 | -3.8
O=C(OCC(=O)N1CCOCC1)c1cc2ccccc2oc1=O | -6.1 | -2.2 | -7.3 | 1.4 | -8.6 | 0.4 | 1.8
CC1(C(=O)NS(=O)(=O)Cc2ccccc2C(F)(F)F)CCN1C(=O)c1ccco1 (configuration not stated) | -3.4 | -4.6 | -0.9 | 2.4 | -2.5 | -4.6 | 4.4
COc1ccc(NC(=O)N2CC3(C2)CN(C(=O)c2cccnc2)[C@@H](CO)c2[nH]c4cc(OC)ccc4c23)cc1 | -3.5 | 3.9 | / | -0.3 | -0.7 | -0.1 | -2.2
O=S(=O)(NCc1csc(-c2cccnc2)n1)c1cccs1 | 5.6 | 0.2 | -1.2 | -1.8 | -2.1 | 0.9 | 2.4
CO[C@@H](CN(C)C(=O)c1ccc2c(c1)OCO2)[C@H](C)CN([C@@H](C)CO)S(=O)(=O)c1ccc(C)cc1 | -0.2 | / | / | 1.3 | 3.6 | -1.9 | -3.6
Cc1cccnc1NC(=O)C1CCCN(S(=O)(=O)c2ccc3c(c2)oc(=O)n3C)C1 (configuration not stated) | 0.6 | -1.4 | -0.8 | 0.4 | -2.2 | -1.3 | 3.9
O=C(c1ccc(N2CCOCC2)cc1[N+](=O)[O-])N1CCOCC1 | 11.8 | 2.9 | 2.0 | -0.8 | -1.3 | 1.7 | 1.8
COc1ccc(Cl)cc1NC(=O)C(=O)NCc1ccncc1 | 4.5 | 2.8 | / | 0.0 | -3.6 | 2.7 | 18.0

Entries from the list above that contain a halogen:
SMILES | ERAP1 HTS inh | SIRT5 inh | miR122 inh | CFTR F508del cor | DENV2 CPE rescue | CASP6 VEID inh | ERp5 inh
CC1(C(=O)NS(=O)(=O)Cc2ccccc2C(F)(F)F)CCN1C(=O)c1ccco1 (configuration not stated) | -3.4 | -4.6 | -0.9 | 2.4 | -2.5 | -4.6 | 4.4
COc1ccc(Cl)cc1NC(=O)C(=O)NCc1ccncc1 | 4.5 | 2.8 | / | 0.0 | -3.6 | 2.7 | 18.0

The listing continues.
SMILES | ERAP1 HTS inh | SIRT5 inh | miR122 inh | CFTR F508del cor | DENV2 CPE rescue | CASP6 VEID inh | ERp5 inh
O=C(c1ccc(NS(=O)(=O)c2ccc(F)cc2)cc1)N1CCCCC1 | -1.4 | 3.2 | / | -3.8 | 0.7 | -2.6 | 16.4
O=C(c1ccc(F)cc1)N1CCN2C(=O)c3ccccc3C12c1ccccc1 (configuration not stated) | 9.4 | 0.2 | / | -3.0 | 5.4 | 1.7 | -1.5
CCc1ccc2cc3c(cc2n1)C(=O)c1ccccc1-3 | / | -6.2 | -2.1 | 3.3 | -12.6 | 0.7 | 4.3
C[C@@H]1CN([C@H](C)CO)S(=O)(=O)c2ccc(C3=CCCC3)cc2O[C@H]1CN(C)C(=O)Cc1ccncc1 | -0.5 | 4.3 | -6.2[16.7 µM] | -3.0 | -5.2 | -2.3 | 1.5
Nc1nc(-c2ccc3c(c2)OCCO3)c(CC(=O)O)s1 | -3.6 | -4.3 | 2.6 | -1.0 | 0.9 | 1.0 | 6.7
CSc1ccc(CNCc2ccco2)cc1 | -2.0 | -2.5 | -2.0 | -0.9 | -0.6 | -7.1 | -2.7
COc1cccc(CN2[C@H](CO)[C@@H]3c4ccccc4N(C(=O)CC(F)(F)F)C[C@@H]32)c1 | -1.7 | 0.1 | 28.2[16.7 µM] | 0.4 | ? | 1.6 | 1.9
COCCN(C(=O)C1CC(=O)N(Cc2ccccc2)C1)c1nc(-c2ccc([N+](=O)[O-])cc2)cs1 (configuration not stated) | -1.2 | 0.1 | 0.4 | 0.2 | 4.0 | 2.4 | 6.2
Cc1ccc(SCC(=O)Nc2ccc(-c3nc4ccccc4[nH]3)cc2)cc1 | 5.1 | / | 9.8 | -5.1 | 38.0* | 15.4 | -0.7
O=C(C[C@H]1CC[C@H]2[C@@H](COC[C@@H](O)CN2C(=O)Nc2ccc(Cl)cc2)O1)NCC1CCCCC1 | 3.7 | 2.9 | -7.3[16.7 µM] | -2.1 | 4.4 | -3.0 | -2.8
CC(C)(C)OC(=O)NOCC(=O)N(CC(=O)c1ccccc1)Cc1ccccc1 | -1.6 | 27.1* | -4.4 | -0.5 | 28.7* | -3.6 | -1.9
N#Cc1cncc(-c2ccc3c(c2)OCCOCCOCCOCCOCCO3)n1 | 2.6 | -1.6 | / | 0.4 | 5.4 | -1.0 | 3.0
O=C(O)CCCNc1n[nH]c(=O)[nH]c1=O | 5.3 | 12.5 | 0.4 | / | 5.8 | -2.6 | 2.9
Cc1ccc(COc2ccc3c(c2)OCO3)cc1 | -4.9 | -1.4 | -8.9 | -0.8 | ? | -0.9 | -3.4
O=C1NC(Cc2c[nH]c3ccccc23)C(=O)N1Cc1ccccc1 (configuration not stated) | 2.5 | 0.9 | 6.2 | -4.5 | -2.6 | -0.9 | 0.8
COc1ccc(S(=O)(=O)N(C)C[C@@H]2Oc3c(cccc3N(C)C)C(=O)N([C@H](C)CO)C[C@H]2C)cc1 | 3.0 | -3.0 | 3.4[16.7 µM] | -0.2 | -2.5 | 1.4 | -7.3
CCNC(=O)C1CCCN(C(=O)c2cc(F)ccc2C)CC1 (configuration not stated) | -5.4 | 14.4 | 1.6 | 10.0* | ? | -1.2 | -1.3
C=CC1=C(C(=O)O)N2C(=O)[C@@H](NC(=O)/C(=N\OCC(=O)O)c3csc(N)n3)[C@H]2SC1 | -0.6 | 31.1* | -2.1 | 1.8 | -7.6 | / | -1.4
COc1ccc(NC(=O)C2Cc3c(-c4cccc(F)c4)ccnc3O2)cc1OC (configuration not stated) | 1.1 | / | -8.3 | -0.2 | -0.3 | 27.7 | 7.5
COc1ccc(Nc2nc(NCC3CCCO3)c3ccccc3n2)c(OC)c1 (configuration not stated) | -13.3 | 6.6 | 0.3 | -1.1 | -11.2 | -0.9 | -6.2
CC(C)c1ccc(NC(=O)COC(=O)CC2CCCC2)cc1 | 0.6 | 0.8 | -7.0 | -6.7 | / | -1.3 | 0.0
Cc1ccc(NS(=O)(=O)c2ccc(Cl)s2)cc1S(=O)(=O)N(C)C | -0.6 | -2.9 | / | / | -6.8 | 0.1 | 2.6
CN1C(=O)/C(=C\c2ccc(-c3ccccc3)o2)SC1=S | 0.3 | -3.4 | 1.9 | 2.2 | 1.0 | 11.6 | -3.7
COc1cc(CN2CCN(c3cc(C)ccc3C)CC2)cc([N+](=O)[O-])c1O | -3.3 | 1.6 | / | 1.5 | 5.2 | 5.9 | 2.7
CCc1ccc(NC(=O)CSc2nc3[nH]ncc3c(=O)[nH]2)cc1 | 6.7 | 0.2 | -2.6 | 2.9 | -0.7 | -1.5 | -3.2
CC(C)NC(=O)N(C)C[C@@H]1Oc2c(NC(=O)CCCCCC(=O)Nc3ccccc3N)cccc2C(=O)N([C@@H](C)CO)C[C@H]1C | 0.2 | -5.8 | / | 0.4 | 24.9* | -0.5 | 3.4
CN(C)CCN(Cc1ccco1)C(=O)c1cc2c(Cl)nc3ccccc3c2s1 | -1.0 | -3.2 | / | / | 4.4 | -14.4 | -0.1
O=C(Cc1ccccc1)NCc1ccccn1 | -0.6 | -5.1 | -8.6 | -3.9 | 3.0 | -4.3 | 12.4
CC(=O)OC1[C@H](Oc2c(O)c(C)c3c4c2[C@@H](C)CC[C@@H]4[C@@H](C)C[C@@H]3C=C(C)C)OC[C@@H](O)[C@@H]1O (some centres not stated) | 3.9 | 3.2 | 9.0 | -0.2 | -11.0 | 0.6 | 0.5
COc1ccc(Cc2nc3ccc(C(=O)N(C)CCc4cnn(C)c4)cc3o2)cc1OC | -7.2 | 1.2 | / | 1.6 | -1.5 | -0.6 | 1.3
CCCCN(C)CCNC(=O)c1cc2c(=O)[nH]c3ccccc3c2n1C | -2.2 | -3.7 | -13.8 | 0.0 | -1.4 | -9.2 | -1.3
COc1cc(C(=O)NCc2ccccc2)cc(Br)c1OC | 2.4 | 0.6 | / | -1.5 | 9.9 | -0.6 | -5.8
COc1ccc(S(=O)(=O)Cc2ccc(C(=O)NCc3ccccc3OC)o2)cc1 | -0.8 | 0.3 | 1.1 | 3.9 | -0.6 | -5.8 | 2.2
CCCn1c(SCC(=O)N(C)C2CCCCC2)n[nH]c1=O | -2.2 | / | -4.6 | -1.7 | -6.0 | -0.7 | -3.1
COC(=O)c1ccccc1NC(=O)Nc1cc(C)ccn1 | -4.1 | -4.8 | -13.6 | 2.7 | 0.4 | -3.8 | -9.5
NCCCC[C@H]1CN=C(N)N1CCc1cccc2ccccc12 | -1.1 | / | -0.2 | -5.1 | -10.2 | -22.6 | -4.9
CC1=C(c2ccccc2)C(O)(c2ccccc2)C(C)C1=O (configuration not stated) | -4.0 | 0.4 | 10.4 | -1.9 | 7.9 | 1.3 | 2.5
COc1cccc(OC)c1C(=O)NC(=S)Nc1ccc2c(c1)C(=O)N(C)C2=O | 2.7 | -8.9 | / | / | 1.4 | 0.3 | 5.4
CSc1ccc(CNc2ccc(Cl)cc2)cc1 | -1.1 | -1.7 | -1.0 | 0.1 | -1.2 | 0.2 | 11.6
Cn1c(=O)c(C(=O)NNC(=O)c2ccccc2F)c(O)c2ccccc21 | 6.1 | -2.5 | 1.2 | -0.2 | 5.8 | 4.2 | -0.5
C[C@H](CO)N1C[C@H](C)[C@H](CN(C)C(=O)C2CC2)OCc2cnnn2CCCC1=O | 1.1&0.4 | -5.8&-0.7 | 5.9 | 0.4&-0.6 | 112.5*! | 1.2&-2.9 | 2.3&1.3
Cc1ccc(S(=O)(=O)NCC(=O)Nc2cccc([N+](=O)[O-])c2)cc1 | 1.9 | 0.5 | / | -0.5 | -1.9 | 5.4 | 3.7
COC(=O)c1[nH]c2ccccc2c1NC(=O)c1ccccc1F | 7.1 | -1.2 | 9.4 | 0.7 | -1.1 | -4.8 | 1.7
COc1cc(C(O)C(=O)O)ccc1O (configuration not stated) | -0.7 | -2.3 | 0.1 | 1.8 | 7.5 | -9.9 | 5.5
O=C(Nc1ccc2c(c1)[C@@H]1C[C@@H](CC(=O)N3CCc4ccccc4C3)O[C@H](CO)[C@@H]1O2)c1cccnc1 | 1.7 | 0.4 | -2.0[16.7 µM] | 3.8 | 0.3 | -3.0 | -1.0
COc1ccc(/C=N/NC(=O)C2CC2)c(OC)c1OC | -2.6 | -1.7 | / | -3.5 | -4.2 | -0.9 | 6.8
CO[C@H]1CC[C@@H]2CCOc3c(C#N)cccc3C(=O)N(C)CC3(CCCCC3)CC(=O)N(C)C[C@@H]1O2 | -2.0 | -2.1 | / | -0.4 | -3.2 | -3.2 | -0.2
COc1ccc(OC)c(N(CC(=O)Nc2ccc(NC(C)=O)cc2)S(C)(=O)=O)c1 | 0.0 | -4.3 | 0.6 | -0.1 | -3.9 | 4.3 | -3.6
O=C1COc2ccccc2C(c2nc3ccccc3[nH]2)N1C1CC1 (configuration not stated) | 2.9 | / | / | 0.0 | 11.4 | 24.5 | -1.7
CCOCC(=O)Nc1cc(C(=O)NCCc2ccccc2)ccc1Cl | 1.4 | -2.5 | -2.6 | -1.5 | -4.0 | -1.2 | 1.0
OC(CNc1ccccc1)Cn1ccc2ccccc21 (configuration not stated) | -3.8 | 0.0 | / | 0.9 | -5.1 | 0.3 | 6.1
Cc1c(CCOC(=O)CC23CC4CC(CC(C4)C2)C3)sc[n+]1CC(=O)c1ccccc1 | 1.3 | 2.1 | / | 0.3 | 3.1 | 24.1 | 0.4
